Source: PubChem (Broad Institute)
ERAP1 HTS inh = ERAP1 (human) enzyme inhibition. recombinant ERAP1, Leu-AMC fluorescence, 60 min. inhibition, % at 10.7 µM. 0.15% of 340,000 active. Q9NZ08;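 active means mean replicate inhibition of at least 30%, or all replicates individually reaching that 30% level; inactive means mean below 30% and not every replicate reaching it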;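 further: 0% = neutral control wells and 100% = L-leucinethiol positive control wells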
Target sequence (Q9NZ08 whole entry, looked up): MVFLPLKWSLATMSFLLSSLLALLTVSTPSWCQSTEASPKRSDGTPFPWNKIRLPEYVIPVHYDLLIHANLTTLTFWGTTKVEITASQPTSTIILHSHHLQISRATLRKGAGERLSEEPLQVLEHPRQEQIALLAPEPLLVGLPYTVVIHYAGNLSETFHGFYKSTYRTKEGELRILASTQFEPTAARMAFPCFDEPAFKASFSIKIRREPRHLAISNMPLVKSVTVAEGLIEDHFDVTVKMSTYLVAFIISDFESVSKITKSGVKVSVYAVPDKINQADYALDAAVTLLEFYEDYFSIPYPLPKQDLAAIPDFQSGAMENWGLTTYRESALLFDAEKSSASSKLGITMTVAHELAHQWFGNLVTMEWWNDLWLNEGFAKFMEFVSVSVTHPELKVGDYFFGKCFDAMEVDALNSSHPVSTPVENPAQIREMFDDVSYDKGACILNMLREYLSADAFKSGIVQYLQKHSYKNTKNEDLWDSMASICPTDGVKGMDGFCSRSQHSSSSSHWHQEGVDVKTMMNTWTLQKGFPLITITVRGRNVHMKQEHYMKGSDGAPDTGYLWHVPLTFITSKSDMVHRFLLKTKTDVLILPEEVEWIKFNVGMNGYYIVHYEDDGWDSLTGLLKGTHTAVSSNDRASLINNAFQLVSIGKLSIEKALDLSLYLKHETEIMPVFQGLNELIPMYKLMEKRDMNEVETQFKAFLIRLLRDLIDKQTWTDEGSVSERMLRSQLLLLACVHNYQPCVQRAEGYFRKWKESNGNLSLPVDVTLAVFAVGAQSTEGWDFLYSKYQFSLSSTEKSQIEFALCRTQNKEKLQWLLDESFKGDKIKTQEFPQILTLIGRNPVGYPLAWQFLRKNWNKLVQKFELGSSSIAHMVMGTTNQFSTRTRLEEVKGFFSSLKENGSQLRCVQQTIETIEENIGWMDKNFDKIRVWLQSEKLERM
ERp5 inh = blocks human ERp5 reductase activity on insulin. AID 651711. ERp5 insulin aggregation, absorbance 650 nm, 90 min. 0.05% of 350,000 active. Q15084. inhibition, % at 9.99 µM;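 active means mean replicate inhibition above about 25%, with every replicate also reaching it, limit read from the data, passing the limit was not always enough; inconclusive means only one of those two criteria met; inactive means neither criterion met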
DENV2 CPE = DENV2-induced cell death inhibition. DENV2-infected cells, cytopathic effect rescue, plate reader. CPE inhibition, % at 9.99 µM. 1.7% of 350,000 active. AID 651640; in the data active means CPE inhibition above about 20%, passing the limit was not always enough; inconclusive means no clear call, values can overlap the other calls; tested in BHK-21 cells;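 further: 0% = median of neutral control wells and 100% = median of positive control wells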
F508del corr = correctors of CFTR F508del function in bronchial epithelial cells. CFBE cells, YFP halide quenching; stimulated with forskolin plus potentiator P3; % fluorescence drop versus neutral controls. activity (quench increase), % at 7.58 µM. 0.36% of 350,000 active. AID 720511;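 active means mean added fluorescence quench of at least 8% versus neutral control, with both replicates also reaching 8%; inconclusive means only one of the mean or replicate conditions met; inactive means mean below 8% and not both replicates reaching 8%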;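 further: cells transiently co-express mutant CFTR-F508del with the halide-sensitive YFP; corrector assay measuring rescue of mutant channel to the surface after 24 h compound exposure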
SIRT5 inh = sirtuin-5 (human) deacylase inhibition. Q9NXA8. Purified SirT5, succinyl-peptide AMC, trypsin-coupled fluorescence. inhibition, % at 15 µM. 1.1% of 330,000 active. AID 652115; in the data active means inhibition above about 15%; inconclusive means no clear call, values can overlap the other calls
miR-122 sensor = blocks miR-122 activity in Huh7 sensor cells | 0.3% of 340,000 active | AID 602342 | Huh7 miR-122 Renilla luciferase sensor, 48 h; neutral wells = 0, positive control = 100 | activation (reporter increase), % at 12.5 µM;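 active means mean replicate activation score at least 90 and every replicate individually at or above 90; inconclusive means only one of the two criteria met; inactive means neither criterion met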;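 further: higher luciferase means less miR-122 activity so hits act as miR-122 inhibitors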
CASP6 VEID inh = caspase-6 (human) enzyme inhibition; P55212; AID 686996; 0.53% of 350,000 active; purified caspase-6, Z-VEID-R110 cleavage fluorescence; inhibition, % at 12.5 µM;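 active means mean inhibition across replicates at least about 35%, with every replicate also reaching that limit, limit read from the data; inconclusive means only one of the two criteria met; inactive means neither criterion met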;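 further: 0% = median of neutral control wells and 100% = no fluorescence left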
* = called active by the depositor; ? = inconclusive; . = not tested or not shown; [ ] = remark or other dose.

| SMILES | CASP6 VEID inh | miR-122 sensor | DENV2 CPE | F508del corr | ERp5 inh | SIRT5 inh | ERAP1 HTS inh |
| --- | --- | --- | --- | --- | --- | --- | --- |
| C[C@H](CO)N1C[C@H](C)[C@@H](CN(C)S(=O)(=O)c2cccs2)OCc2ccccc2-c2c(n(C)c3ccccc23)C1=O | 1 | . | -1 | -1.4 | -4 | 1 | -6 |
| Cc1cccc(-c2csc(NC(=O)c3cnccn3)c2C(=O)OC(C)C)c1 | 3 | -1 | . | . | 16 | 0 | -3 |
| CN(C)CC(=O)Nc1ccc2c(c1)[C@@H]1C[C@@H](CC(=O)N3CCc4ccccc4C3)O[C@@H](CO)[C@@H]1O2 | -1 | -3[16.7 µM] | ? | -0.5 | -8 | -1 | 2 |
| C#CCOCCOCCOCCNc1nc(N2CCN(C(=O)Cn3cc(CCCCN)nn3)CC2)nc(N2CCN(C(=O)[C@H]([C@@H](C)CC)n3cc(CCCN=C(N)N)nn3)CC2)n1 | -53 | 5 | . | 4.2 | 2 | . | -10 |
| COCCN(C(=O)COC(=O)c1ccc(C)s1)c1c(N)n(Cc2ccccc2)c(=O)[nH]c1=O | 0 | -8 | -4 | -1.2 | -13 | 2 | -1 |
| Cc1nc2c(c(=O)n1CCC(C)C)c1nc3ccccc3nc1n2CC1CCCO1 (configuration not stated) | -1 | 0 | -2 | -1.2 | -2 | -1 | 2 |
| COc1ccc(C(C)=O)cc1COC(=O)CCNS(=O)(=O)c1ccc(C(C)=O)cc1 | 3 | 2 | 9 | 1.7 | -6 | 1 | 2 |
| O=C(c1cnc(Cl)c(Cl)c1)N1CCC(Cc2ccccc2)CC1 | 1 | . | 3 | -3.3 | 2 | -2 | 2 |
| CNC(=O)c1cc(C(=O)c2ccccc2Br)c[nH]1 | 0 | . | -4 | -1.5 | 2 | -2 | 0 |
| Cc1cc(S(N)(=O)=O)c(N)c(S(N)(=O)=O)c1 | -2 | -7 | -6 | 2.5 | 2 | -4 | 1 |
| O=C(Cc1ccccc1)Nc1ccc(N2CCOCC2)cc1 | 1 | . | 3 | 1.2 | -2 | 0 | -2 |
| CCN(CC)CCNc1nc(-c2cccs2)c(CC(=O)O)s1 | -42 | -5 | -6 | 1.5 | 3 | -1 | 4 |
| Cc1ccc(-c2csc(Cc3nc(-c4cc5ccccc5oc4=O)cs3)n2)cc1 | -1 | 1 | 6 | 2.0 | -1 | 14 | 1 |
| Cc1cccc(NC(=O)CCc2ccccc2)c1C | -1 | 4 | 0 | 2.2 | -5 | 3 | 0 |
| COc1ccc(/C=N/NC(=O)CNC(=O)c2ccncc2)cc1 | -3 | 3 | 0 | -2.9 | 6 | -1 | 3 |
| Cc1nc2nc[nH]n2c(=O)c1NS(=O)(=O)c1ccc(F)cc1 | -1 | 2 | 9 | -0.8 | 6 | -8 | 2 |
| Cc1cccc(C)c1-n1nnnc1C(c1ccnc2ccccc12)N1CCOCC1 (configuration not stated) | 2 | . | -4 | 1.6 | -4 | 2 | -1 |
| O=c1ccc(Cl)nn1-c1ccccc1 | 1 | -3 | -1 | 0.6 | . | -3 | 2 |
| O=C(c1ccc(F)cc1)N1CC(=O)N2[C@H](C1)[C@H](c1ccc(C3=CCCC3)cc1)[C@@H]2CO | . | . | 53* | -1.0 | 3 | 2 | . |
| O=C(Nc1ccn(Cc2c(F)c(F)cc(F)c2F)n1)c1ccc(COc2ccccc2Cl)cc1 | 1 | -16 | 14 | -0.2 | 4 | 4 | 3 |
| C=CCCN([C@@H](C)C(=O)OC)S(=O)(=O)c1ccccc1Br | -3 | 1 | 0 | -1.5 | -3 | -7 | -1 |
| CC1C=CCC2C(=O)N(c3cccc(C(=O)NCc4ccccc4)c3)C(=O)C12 (configuration not stated) | 2 | 1 | -6 | -1.7 | 2 | -3 | -2 |
| Cc1cc(C)n(-c2ccc(C(=O)Nc3cccc(S(=O)(=O)N(C)C)c3)cc2)n1 | 1 | . | -8 | . | 1 | -6 | 2 |
| O=C(O)C[C@H]1C[C@@H]2c3cc(NC(=O)NC4CCCCC4)ccc3O[C@@H]2[C@@H](CO)O1 | 2 | -1[16.7 µM] | 2 | -1.2 | -5 | 0 | -1 |
| O=C(/C=C/c1ccc(Cl)cc1)NC(=S)Nc1ccc(CN2CCOCC2)cc1 | 0 | . | 5 | . | -4 | 1 | -2 |
| C[C@@H]1CN([C@@H](C)CO)C(=O)c2cc(NS(C)(=O)=O)ccc2O[C@@H](C)CCCCO[C@@H]1CN(C)Cc1ccc2c(c1)OCO2 | -1 | 4[16.7 µM] | 16 | -1.9 | -7 | 0 | 0 |
| CN1C[C@@H]2[C@H](c3ccccc31)[C@@H](CO)N2C(=O)CN1CCOCC1 | . | -17[16.7 µM] | -11 | 1.7 | 4 | 1 | . |
| Cc1cccc(C(C)C)c1NC(=O)c1c(-c2ccccc2)noc1C | 2 | . | -2 | 0.0 | -1 | -3 | -1 |
| CC(=O)Nc1ccc(C(=O)NCCN2CCOCC2)cc1 | -1 | -5 | 5 | -0.3 | -1 | -5 | 0 |
| C[C@@H]1CCCCO[C@H](CN(C)S(=O)(=O)c2cccs2)[C@@H](C)CN([C@@H](C)CO)C(=O)c2cc(NC(=O)Nc3cccc4ccccc34)ccc2O1 | . | 8[16.7 µM] | ? | 2.1 | . | . | . |
| COc1ccc(NS(=O)(=O)c2cc(NC(=O)Cc3n[nH]c(=O)c4ccccc34)ccc2OC)cc1 | -2 | . | -1 | -1.2 | 5 | 0 | 1 |
| CCOc1ccc(CCNC(=O)COC(=O)c2ccc3c(c2)OCCO3)cc1OCC | 3 | -1 | 5 | -1.3 | -1 | -6 | 1 |
| CSc1ccccc1C(=O)OCC(=O)Nc1ccc(N2CCOCC2)cc1 | -1 | . | 0 | 2.7 | 4 | -6 | 2 |
| O=C(CN1C(=O)/C(=C/c2ccccc2)SC1=S)N1CCN(CCc2ccccn2)CC1 | 2 | -1 | -1 | -1.4 | . | 1 | 1 |
| Cc1ccc(C)c(N2CCN(C(=O)CCS(=O)(=O)c3ccc4c(c3)CCN4C(=O)C3CC3)CC2)c1 | 5 | . | ? | 1.9 | -1 | 2 | -3 |
| Cc1ccccc1N1C(=O)c2ccccc2NC1c1ccncc1 (configuration not stated) | 1 | . | . | . | -1 | -2 | -2 |

Whole records, looked up by structure. Order of values: CASP6 VEID inh	miR-122 sensor	DENV2 CPE	F508del corr	ERp5 inh	SIRT5 inh	ERAP1 HTS inh
Profile of Cc1cc(C)n(-c2ccc(C(=O)Nc3cccc(S(=O)(=O)N(C)C)c3)cc2)n1 : 1	.	-8	.	1	-6	2
Profile of Cc1cccc(NC(=O)CCc2ccccc2)c1C : -1	4	0	2.2	-5	3	0

The listing continues.
| SMILES | CASP6 VEID inh | miR-122 sensor | DENV2 CPE | F508del corr | ERp5 inh | SIRT5 inh | ERAP1 HTS inh |
| --- | --- | --- | --- | --- | --- | --- | --- |
| CCN1C(=O)[C@H]2[C@@H](c3ccc(-c4cccc(Cl)c4)c(OC)c3)N3CCCC[C@@]3(C(=O)OC)[C@H]2C1=O | 4 | 6 | -13 | -2.2 | 6 | -2 | 1 |
| CC(C)(O)c1cc2ccc(C#Cc3ccsc3)cc2c(=O)o1 | 1 | -1 | -1 | -3.0 | 8 | . | . |
| CC(=O)OC1CCC2(C)C(=CCC3C2CCC2(C)C3CC3OC4(CCC(C)CN4)C(C)C32)C1 (configuration not stated) | 2 | -7 | -2 | -6.7 | 3 | 0 | -1 |
| Cc1nn(-c2ccc(F)cc2)c(N)c1C1(O)C(=O)Nc2ccccc21 (configuration not stated) | 1 | 5 | -5 | 0.5 | 0 | -2 | 1 |
| CCC(C)C(=O)Nc1nc(C)c(-c2csc(Nc3cc(OC)ccc3OC)n2)s1 (configuration not stated) | 0 | -4 | -12 | 4.2 | 5 | . | . |
| CCCCNC(=O)CCn1c(=O)c2ccccc2n(Cc2ccc(F)cc2)c1=O | -1 | . | 1 | 1.7 | 0 | -4 | -1 |
| COc1ccc(-c2csc3ncnc(Cl)c23)cc1 | -1 | -7 | 8 | -5.2 | 3 | -1 | 0 |
| Cc1cc(C)c2nc(NNC(=O)c3cc(-c4cccs4)nc4ccccc34)sc2c1 | -1 | 0 | ? | 1.1 | -5 | -3 | -4 |
| O=C1c2ccccc2C(=O)N1COc1ccc(S(=O)(=O)N2CCOCC2)cc1[N+](=O)[O-] | 0 | -1 | 0 | 1.4 | -2 | . | 2 |
| O=C(C[C@H]1C[C@H]2c3cc(NC(=O)c4cccnc4)ccc3O[C@H]2[C@H](CO)O1)NCc1ccccc1 | -1 | 4[16.7 µM] | 6 | -2.2 | -5 | -5 | 1 |
| Cc1noc(C)c1S(=O)(=O)Nc1ccc2c(c1)C(=O)N([C@H](C)CO)C[C@H](C)[C@H](CN(C)Cc1ccccc1)OCCCC[C@@H](C)O2 | 4 | 0[16.7 µM] | ? | -0.3 | 3 | 3 | -6 |
| O=C(O)c1cccc2c1C(=O)c1ccc(-c3ccc(OC(F)(F)F)cc3)cc1S2(=O)=O | 6 | -4 | 15 | -2.9 | 3 | . | . |
| Cc1ccc(-c2nn3c(C)nnc3s2)cc1NC(=O)COc1ccc(Cl)cc1 | -1 | -3 | 17 | 3.5 | 3 | -2 | 0 |
| Cc1ccnc(NC(=O)c2ccc3c(c2)S(=O)(=O)c2ccccc2C3=O)c1 | 0 | -4 | -5 | 1.8 | -4 | -9 | -1 |
| CC(Sc1ccc(S(=O)(=O)N(C)C)cn1)C(=O)NC1CCCC1 (configuration not stated) | -1 | -1 | -12 | -3.1 | 12 | -3 | 2 |
| O=C(NCCNC1CCCCC1)c1ccco1 | -3 | -3 | 3 | 0.8 | 3 | . | -1 |
| O=c1[nH]c(SCc2ccc(Cl)cc2)nc2[nH]ncc12 | -3 | . | -3 | -0.7 | -3 | -2 | 6 |
| Cc1ccc(-c2c[nH]c(=S)n2-c2ccccc2)cc1 | 0 | -5 | -2 | 4.8 | 1 | 2 | 0 |
| Cc1cccn2c(=O)nc(SCC(=O)N3CCCCC3)nc12 | 2 | . | ? | -1.1 | 3 | -7 | -1 |
| COC(=O)CCn1nc(-c2ccc(Cl)cc2)c2ccccc2c1=O | -1 | -23 | -10 | 0.3 | 1 | 0 | -1 |
| CCOC(=O)C1CCCN(C2CC(=O)N(c3ccc(NC(C)=O)cc3)C2=O)C1 (configuration not stated) | 15 | -3 | 0 | 0.1 | 12 | 6 | 0 |
| S=c1[nH]nc(COc2ccc(Cl)cc2)n1-c1ccccc1 | 0 | 2 | 3 | 2.7 | -2 | -1 | -5 |
| CC(=O)Oc1ccc(C(=O)NCc2ccco2)cc1 | 0 | . | -2 | 0.2 | -1 | -2 | -2 |
| CN(C(=O)CSc1nnc(Cc2cccs2)n1C1CC1)C1CCS(=O)(=O)C1 (configuration not stated) | 3 | -7 | -8 | 1.7 | 1 | 0 | 2 |
| COc1ccc(/C=N/NC(=S)Nc2ccccc2)cc1COc1ccc(Br)cc1 | -1 | 4 | 1 | -0.8 | 4 | -7 | . |
| CN1C(=O)c2cc(NC(=O)Nc3ccc(Cl)cc3)ccc2OC[C@H]2O[C@@H](CC(=O)O)CC[C@H]21 | -2 | -2[16.7 µM] | 0 | -3.1 | -1 | 1 | 3 |
| CCC1(C2=CCCCC2)C(=O)NC(=S)N=C1N (configuration not stated) | -7 | -3 | 6 | 8.7* | 3 | -1 | 1 |
| CCOC(=O)c1nncc(-c2ccccc2)n1 | 3 | 1 | -2 | 1.5 | 5 | . | -2 |
| CN(c1ccc(OCC(=O)OCC(=O)NCc2ccco2)cc1)S(=O)(=O)c1ccc2ccccc2c1 | 2 | -2 | 6 | -1.6 | 4 | 2 | -2 |
| C/C(=N\Nc1nc2ccccc2s1)c1ccc2c(c1)OCO2 | -3 | . | -2 | 1.3 | 0 | -1 | 10 |
| CCCS(=O)(=O)NC(=O)C1(C)CCCN(C(=O)COc2ccccc2)C1 (configuration not stated) | 3 | -4 | -7 | 1.6 | -1 | -1 | 7 |
| CCc1cc(C(=O)N/N=C/c2ccc(O)cc2)c2ccccc2n1 | 0 | -3 | -2 | -0.4 | 3 | -3 | -2 |
| O=c1[nH]c(CSc2nc3ccccc3s2)nc2ccccc12 | -2 | 2 | 6 | -2.4 | 0 | 1 | -2 |
| Cc1ccc(C(O)c2nc3ccccc3n2C)cc1 (configuration not stated) | -2 | 3 | 20 | 0.2 | 0 | -7 | 1 |
